Screening results (PubChem)
H69AR growth 86K – blocks growth of human H69AR lung tumor cells | viability, % at 10 µM | 85,000 compounds, 6% hits | AID 598 | H69AR lung tumor viability, ATP luminescence, 72 h; stronger effect = lower value;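 active = viability at or below 40%; inactive = viability above 40%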;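 also: multidrug resistant small cell line overexpressing MRP-1 efflux transporter; 100% = mean luminescence of untreated control wells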
Fibroblast inh – blocks proliferation of human lung fibroblasts. viability, % at 10 µM. 85,000 compounds, 1.1% hits. LL 47 human lung fibroblast viability, ATP luminescence; stronger effect = lower value. AID 719;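 active = viability at or below 50% in the single dose screen; inactive = viability above 50%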;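 also: compound exposure lasted 72 h before the ATP readout; 100% = median luminescence of untreated cell-only wells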
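test system = LL 47 human lung fibroblasts | amount = 1,150 fibroblasts seeded per well | medium = 15% FBS in IMEM | times = overnight cell rest, 72 h compound treatment at 37 °C | measured by = CellTiter-Glo luminescence measuring cellular ATP | read-out = viability percentage against median untreated-cell control | benchmarks = cell-only wells, no compound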
HUVEC prolif 384 – human endothelial cell proliferation inhibition. HUVEC proliferation, CellTiter-Glo luminescence, 72 h; stronger effect = lower value. viability, % at 10 µM (by protocol). 86,000 compounds, 1.1% hits. AID 648;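 active = viability at or below 30%; inactive = viability above 30%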;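 also: 100% = median luminescence of DMSO-only cell control wells on each plate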
* marks the source's active call; other numbers are inactive results. A portion of the library (hit frequency here may not be typical).

[1] NCc1ccc(-c2nc3ccccc3o2)cc1
[2] CCOC(=O)C1CCCN(C(=O)Cn2ncc3c(=O)oc4ccc(C)cc4c32)C1 (centres undefined)
[3] O=C(Cn1c2c(c(-c3ccccc3)cc1=O)CCCC2)N1CCCCCC1
[4] CCN(CC)CCCN1C(=O)C(=O)/C(=C(/O)c2ccccc2)C1c1cc(OC)ccc1OC (centres undefined)
[5] CC(C)CC(=O)Nc1ccccc1N1CCCC1
[6] COc1ccc(-c2nnc(CSc3ncnc4sc5c(c34)CCC5)o2)cc1OC
[7] O=S(=O)(CCc1ccccc1)/N=C/c1cccs1
[8] COc1ccc(-c2nnc(SC(=O)N3c4ccccc4Sc4ccccc43)o2)cc1
[9] Cc1ccc2oc3c(c(=O)c2c1)C(c1cccs1)N(CCCN(C)C)C3=O (centres undefined)
[10] COc1ccc(-c2nnc3sc(-c4ccccn4)nn23)cc1

entry no. | 1 | 2 | 3 | 4 | 5 | 6 | 7 | 8 | 9 | 10
H69AR growth 86K | 100 | 49 | 63 | 89 | 92 | 98 | 104 | 4.5* | 80 | 79
Fibroblast inh | 116 | 90 | 93 | 101 | 96 | 101 | 116 | 90 | 99 | 105
HUVEC prolif 384 | 103 | 101 | 78 | 92 | 89 | 100 | 99 | 48 | 95 | 99

[11] CCOC(=O)C1CCCN(Cc2ccccc2F)C1 (centres undefined)
[12] Cc1nc2sc(C(c3cccs3)N3CCN(c4ccccc4)CC3)c(O)n2n1 (centres undefined)
[13] Cc1cc(NC(=O)c2cc(C3CC3)on2)no1
[14] CCn1c(SCC(=O)Nc2ccccc2C(=O)OC)nc2c1c(=O)n(C)c(=O)n2C
[15] Cc1ccc(OCc2nn3c(-c4n[nH]c5c4CCC5)nnc3s2)cc1
[16] NCc1ccc(S(N)(=O)=O)cc1
[17] COc1ccc(-c2nc(N3CCCC3)nc3nn4c(C)cc(C)nc4c23)cc1
[18] COc1c2occc2c(OC)c2c(=O)cc(C)oc12
[19] CCn1c(C)nc2cc(S(=O)(=O)N3CCCCC3)ccc21
[20] COC(=O)c1ccc(N=c2sc(C(=O)OC)cc(=O)n2C)cc1

entry no. | 11 | 12 | 13 | 14 | 15 | 16 | 17 | 18 | 19 | 20
H69AR growth 86K | 92 | 98 | 104 | 47 | 40 | 84 | 87 | 84 | 93 | 24*
Fibroblast inh | 114 | 102 | 105 | 97 | 109 | 92 | 117 | 86 | 104 | 55
HUVEC prolif 384 | 91 | 79 | 102 | 95 | 94 | 93 | 94 | 89 | 89 | 58

[21] CCn1cc(C(=O)NCc2ccc3c(c2)OCO3)c(=O)c2ccc(C)nc21
[22] CN1C(=O)c2ccccc2C(C(=O)O)C1c1cccc(Cl)c1 (centres undefined)
[23] Cn1c(=O)c2c(nc(CN3CCN(c4ccccc4)CC3)n2CCN2CCOCC2)n(C)c1=O
[24] CN(C)CCOC(c1ccccc1)c1ccccc1 (tested in a mixture with another compound)
[25] O=c1n(CCCN2CCN(c3cccc(Cl)c3)CC2)nc2ccccn12
[26] CCOC(=O)c1c(C)[nH]c(C(=O)CN2C(=O)NC(C)(c3ccc(C)cc3)C2=O)c1C (centres undefined)
[27] O=C(CSCc1ccco1)c1cccs1
[28] O=C(O)Cn1c2c(c3ccccc31)CCCC2
[29] CCCn1c(SCC(=O)Nc2sc(C)c(C)c2C(=O)OC)nc2c1c(=O)n(C)c(=O)n2C
[30] Cc1cc(C)n2nc(C(=O)Oc3ccc4c(c3)OCO4)nc2n1

entry no. | 21 | 22 | 23 | 24 | 25 | 26 | 27 | 28 | 29 | 30
H69AR growth 86K | 93 | 91 | 85 | 86 | 96 | 39* | 95 | 88 | 66 | 81
Fibroblast inh | 109 | 108 | 107 | 96 | 97 | 107 | 98 | 99 | 94 | 94
HUVEC prolif 384 | 91 | 103 | 85 | 96 | 85 | 97 | 105 | 95 | 80 | 88

[31] CC(C)(Sc1cc(C(C)(C)C)c(O)c(C(C)(C)C)c1)Sc1cc(C(C)(C)C)c(O)c(C(C)(C)C)c1
[32] CCOC(=O)C1CCCN(c2nc3ccccc3nc2C(C#N)C(=O)OC(C)C)C1 (centres undefined)
[33] O=C(Cn1cnc2c(nnn2-c2cccc(Cl)c2)c1=O)N1CCOCC1
[34] CCOC(=O)C1=C(C)Nc2nc(C)nn2C1c1ccc(C)cc1 (centres undefined)
[35] OC[C@H]1O[C@@H](n2cnc3c(Nc4ccccc4)ncnc32)[C@H](O)[C@@H]1O
[36] O=C(C1CCCCC1)N1CC(=O)N2CCc3ccccc3C2C1 (centres undefined)
[37] CCOC(=O)Cn1c(=O)c2c(nc3n2CCN3c2ccc(C)cc2)n(C)c1=O
[38] COC(=O)c1ccc(Oc2nc3ccccc3n3c(C)nnc23)cc1
[39] CC(C)[C@H](NC(=O)OC(C)(C)C)c1nnc(S(=O)(=O)Cc2c(F)cccc2Cl)o1
[40] Cn1cnc(S(=O)(=O)NCc2ccccc2)c1

entry no. | 31 | 32 | 33 | 34 | 35 | 36 | 37 | 38 | 39 | 40
H69AR growth 86K | 96 | 69 | 86 | 82 | 73 | 91 | 91 | 101 | 0.9* | 95
Fibroblast inh | 93 | 113 | 95 | 92 | 96 | 106 | 106 | 92 | 2.6* | 104
HUVEC prolif 384 | 124 | 94 | 96 | 97 | 90 | 112 | 100 | 99 | 56 | 93

[41] Cn1c(=O)c2c(nc(NCCO)n2CCc2ccccc2)n(C)c1=O
[42] COc1ccccc1N1CCN(C(=O)C2CCN(S(=O)(=O)c3ccc(F)cc3)CC2)CC1
[43] CN(C)CCCN1C(=O)C(O)=C(C(=O)c2cc3ccccc3o2)C1c1ccccn1 (centres undefined)
[44] CCOc1cc2[nH]c(=S)n(CCCN3CCN(C)CC3)c(=O)c2cc1OCC
[45] Cc1cc2oc(=O)cc(COC(=O)c3cccc(N(C)C)c3)c2cc1C
[46] Cc1nn2c(-c3ccc(Cl)cc3)nnc2s1
[47] Cc1cccc2cc(CN(Cc3ccco3)C(=O)N3CCCC3)c(=O)[nH]c12
[48] O=C(CN1CCOc2ccccc21)N1CCCC1
[49] Clc1ccc2nc(NC3=NCN(CCN4CCOCC4)CN3)nc(-c3ccccc3)c2c1
[50] Cn1c(=O)c2c(SCC(=O)NCC3CCCO3)nc(-c3cccs3)nc2n(C)c1=O (centres undefined)

entry no. | 41 | 42 | 43 | 44 | 45 | 46 | 47 | 48 | 49 | 50
H69AR growth 86K | 97 | 96 | 91 | 95 | 78 | 90 | 96 | 98 | 59 | 29*
Fibroblast inh | 103 | 103 | 101 | 99 | 103 | 96 | 94 | 98 | 62 | 96
HUVEC prolif 384 | 109 | 98 | 105 | 86 | 97 | 93 | 105 | 103 | 76 | 89

[51] COC(=O)C1(C)Nc2ccccc2C(=O)N1c1ccccc1OC (centres undefined)
[52] CC1(C)SC2[C@H](NC(=O)C(NC(=O)N3CCNC3=O)c3ccccc3)C(=O)N2C1C(=O)O (some centres undefined)
[53] Cn1c(=O)c2c(ncn2CC(O)CO)n(C)c1=O (centres undefined)
[54] COc1ccc(N2CCN(Cc3nc4c(c(=O)[nH]c(=O)n4C)n3Cc3cccc(Cl)c3)CC2)cc1
[55] Cc1cccc(N2CCN(C(=O)C3CCCN(S(=O)(=O)c4cccc5cccnc45)C3)CC2)c1C (centres undefined)
[56] COc1ccc(/C(O)=C2\C(=O)C(=O)N(CCN(C)C)C2c2cccc(OC)c2OC)cc1 (centres undefined)
[57] c1ccc(N(c2ccccc2)c2nc(N3CCOCC3)nc(N3CCOCC3)n2)cc1
[58] CC(C)C[C@H](NC(=O)[C@@H]1O[C@H]1C(=O)O)C(=O)NCCCCN=C(N)N
[59] COc1ccc(-c2cc3nc4c(c(N5CCC6(CC5)OCCO6)n3n2)CCCC4)cc1
[60] CC1CCN(c2nc3ccccc3nc2C(C#N)C(=O)NC2CCCCC2)CC1 (centres undefined)

entry no. | 51 | 52 | 53 | 54 | 55 | 56 | 57 | 58 | 59 | 60
H69AR growth 86K | 90 | 101 | 97 | 95 | 57 | 94 | 52 | 99 | 53 | 90
Fibroblast inh | 97 | 103 | 89 | 92 | 87 | 103 | 93 | 108 | 81 | 108
HUVEC prolif 384 | 96 | 103 | 98 | 80 | 57 | 100 | 84 | 98 | 85 | 101

Arranged by SMILES length (rising): 14 of the compounds above
[48] O=C(CN1CCOc2ccccc21)N1CCCC1
[46] Cc1nn2c(-c3ccc(Cl)cc3)nnc2s1
[53] Cn1c(=O)c2c(ncn2CC(O)CO)n(C)c1=O (centres undefined)
[51] COC(=O)C1(C)Nc2ccccc2C(=O)N1c1ccccc1OC (centres undefined)
[45] Cc1cc2oc(=O)cc(COC(=O)c3cccc(N(C)C)c3)c2cc1C
[44] CCOc1cc2[nH]c(=S)n(CCCN3CCN(C)CC3)c(=O)c2cc1OCC
[47] Cc1cccc2cc(CN(Cc3ccco3)C(=O)N3CCCC3)c(=O)[nH]c12
[57] c1ccc(N(c2ccccc2)c2nc(N3CCOCC3)nc(N3CCOCC3)n2)cc1
[49] Clc1ccc2nc(NC3=NCN(CCN4CCOCC4)CN3)nc(-c3ccccc3)c2c1
[50] Cn1c(=O)c2c(SCC(=O)NCC3CCCO3)nc(-c3cccs3)nc2n(C)c1=O (centres undefined)
[58] CC(C)C[C@H](NC(=O)[C@@H]1O[C@H]1C(=O)O)C(=O)NCCCCN=C(N)N
[56] COc1ccc(/C(O)=C2\C(=O)C(=O)N(CCN(C)C)C2c2cccc(OC)c2OC)cc1 (centres undefined)

entry no. | 48 | 46 | 53 | 51 | 45 | 44 | 47 | 57 | 49 | 50 | 58 | 56
H69AR growth 86K | 98 | 90 | 97 | 90 | 78 | 95 | 96 | 52 | 59 | 29* | 99 | 94
Fibroblast inh | 98 | 96 | 89 | 97 | 103 | 99 | 94 | 93 | 62 | 96 | 108 | 103
HUVEC prolif 384 | 103 | 93 | 98 | 96 | 97 | 86 | 105 | 84 | 76 | 89 | 98 | 100

[55] Cc1cccc(N2CCN(C(=O)C3CCCN(S(=O)(=O)c4cccc5cccnc45)C3)CC2)c1C (centres undefined)
[52] CC1(C)SC2[C@H](NC(=O)C(NC(=O)N3CCNC3=O)c3ccccc3)C(=O)N2C1C(=O)O (some centres undefined)

entry no. | 55 | 52
H69AR growth 86K | 57 | 101
Fibroblast inh | 87 | 103
HUVEC prolif 384 | 57 | 103

(cont.)
[61] CCc1cc(C(=O)Cc2ccc(F)cc2)c(O)cc1O
[62] Cn1c(=O)c2c(nc(N3CCOCC3)n2CC(=O)c2ccccc2)n(C)c1=O
[63] O=c1oc2ccccc2cc1-c1nnc(-c2cccc(Br)c2)o1
[64] C=CCn1c(=O)c(C(=O)Nc2nnc(C)s2)c(O)c2ccccc21
[65] O=C1N[C@@H](Cc2cnc[nH]2)C(=O)N2CCC[C@@H]12
[66] Clc1ccc(-c2nn3c(-c4ccncc4)nnc3s2)c(Cl)c1
[67] CN(C)c1ccc(C2N(c3cccc(Cl)c3)C(=O)C3CCCN32)cc1 (centres undefined)
[68] COc1ccc(C(NC(C)=O)c2ccc3cccnc3c2O)c(OC)c1 (centres undefined)
[69] Nc1nc(Cl)nc2c1ncn2[C@@H]1O[C@H](CO)[C@@H](O)[C@H]1O
[70] O=C(Nc1nnc(-c2ccc(Cl)cc2)o1)C1CCCCC1

entry no. | 61 | 62 | 63 | 64 | 65 | 66 | 67 | 68 | 69 | 70
H69AR growth 86K | 87 | 71 | 38* | 41 | 95 | 66 | 96 | 0.9* | 18* | 58
Fibroblast inh | 95 | 95 | 107 | 102 | 99 | 105 | 106 | 15* | 78 | 86
HUVEC prolif 384 | 45 | 91 | 99 | 103 | 107 | 85 | 103 | 2.4* | 45 | 72

[71] CCCC(=O)N1CCN(C2=NS(=O)(=O)c3ccccc32)CC1
[72] COc1ccc(Br)cc1C1NC(=O)c2c(sc3c2CCN(C)C3)N1 (centres undefined)
[73] COc1ccc(CCN2CCC(Nc3nc4ccccc4n3Cc3ccc(F)cc3)CC2)cc1
[74] COc1cc(C2c3c(oc4ccc(C)cc4c3=O)C(=O)N2c2cc(C)ccn2)cc(OC)c1OC (centres undefined)
[75] c1ccc(OCc2nn3c(-c4cccnc4)nnc3s2)cc1
[76] C[C@]12CC[C@@H]3c4ccc(OC(=O)c5ccccc5)cc4CC[C@H]3[C@@H]1CC[C@@H]2O
[77] CCC(=O)N1CCc2cc(Br)cc(S(=O)(=O)N3CCN(c4ccccn4)CC3)c21
[78] O=C(O)CCCc1ccccc1
[79] CC(=O)OCC(=O)[C@@]1(O)[C@H](C)C[C@H]2[C@@H]3CCC4=CC(=O)C=C[C@]4(C)[C@@]3(F)[C@@H](O)C[C@@]21C
[80] Cn1c(N2CCN(C(=O)C34CC5CC(CC(C5)C3)C4)CC2)nc2ccccc21
[81] CCCCNC(=O)C(C#N)c1nc2ccccc2nc1N1CCN(Cc2ccc3c(c2)OCO3)CC1 (centres undefined)

entry no. | 71 | 72 | 73 | 74 | 75 | 76 | 77 | 78 | 79 | 80 | 81
H69AR growth 86K | 88 | 56 | 1.5* | 32* | 101 | 26* | 101 | 84 | 82 | 95 | 88
Fibroblast inh | 119 | 102 | 2.1* | 62 | 105 | 93 | 99 | 108 | 96 | 100 | 91
HUVEC prolif 384 | 98 | 86 | 1.9* | 70 | 102 | 55 | 104 | 102 | 88 | 97 | 91
